Assay outcomes from PubChem BioAssay.
TROY NFkB inh: blocks TROY-dependent signaling in reporter cells; Q293 LMP1-TROYcd NF-kB luciferase reporter, 4 h; inhibition, % at 10 µM; hit rate 0.98% among 360,000; AID 1347056;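 active means compounds whose plate-normalised and pattern-corrected inhibition of the luciferase reporter signal at the single screening dose is 50% or more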
Peg3 promoter: reduces Peg3 promoter-driven luciferase expression in HeLa; HeLa PEG-Prom luciferase reporter, luminescence, overnight; inhibition, % at 20 µM; hit rate 1.7% among 360,000; AID 588405;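 active means inhibition of at least 50% at 20 µM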
TWEAK-Fn14 inh: inhibitors of TWEAK-Fn14 interaction signaling; inhibition, % at 10 µM; TWEAK-stimulated Fn14 reporter cells, luciferase luminescence, 8 h; hit rate 2% among 360,000; in the data active means inhibition above about 50%
NR2E3 ag-1: activates human photoreceptor nuclear receptor NR2E3 | Q9Y5X4 | GST-NR2E3/biotin-RetCOR TR-FRET, 1536-well | inhibition of corepressor binding, % at 4.78 µM | hit rate 0.12% among 320,000 | AID 2300;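 active means percent inhibition above the cutoff of mean plus 3 SD of all tested compounds, set per screening campaign, cut at about 20% in these data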;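 further: 0% = DMSO wells and 100% = biotin wells as full block of FRET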
Target sequence (Q9Y5X4 whole entry, looked up): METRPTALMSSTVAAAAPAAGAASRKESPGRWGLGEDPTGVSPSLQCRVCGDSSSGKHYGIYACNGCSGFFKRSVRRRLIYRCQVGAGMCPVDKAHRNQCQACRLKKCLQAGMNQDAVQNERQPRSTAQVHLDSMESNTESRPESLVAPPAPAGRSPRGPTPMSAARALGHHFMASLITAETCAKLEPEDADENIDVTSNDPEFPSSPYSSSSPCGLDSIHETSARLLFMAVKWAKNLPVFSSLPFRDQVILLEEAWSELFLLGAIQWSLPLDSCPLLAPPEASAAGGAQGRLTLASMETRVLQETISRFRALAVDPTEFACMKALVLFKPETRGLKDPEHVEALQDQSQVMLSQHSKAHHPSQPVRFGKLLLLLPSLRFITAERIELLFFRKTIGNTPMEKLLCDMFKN
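Test system – NR2E3–RetCOR corepressor complex · Quantity – NR2E3 fusion 1.35 nM · Buffer or medium – Tris pH 7.5 · Incubation – Compound–protein incubation for 5 h at 4 °C · Technique – TR-FRET, Eu(K)-anti-GST donor, streptavidin-D2 acceptor, ex 340, em 617/671 nm · Evaluation – percent inhibition of 671/617 nm emission ratio versus biotin and DMSO controls · Plate – 1536-well format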
CF NFkB inh: inhibitors of cystic fibrosis induced NF-kB; KKLEB NF-kB-GFP reporter, PAF-induced, GFP fluorescence overnight; inhibition, % at 5 µM; hit rate 0.86% among 360,000; AID 588850;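 active means at least 50% inhibition at 5 µM, scaled per plate between neutral and stimulator controls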;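 further: PAF is a Pseudomonas aeruginosa culture filtrate used as stimulus; plate controls were PAF-stimulated DMSO wells for no effect and unstimulated DMSO wells for full effect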
HIF-2a inh: blocks HIF-2a reporter activity; 786-0 RCC cells HIF-2a reporter, luciferase luminescence, overnight; inhibition, % at 18.8 µM; hit rate 0.72% among 360,000; AID 624352;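 active means inhibition of the luminescence signal of 40% or more relative to plate controls, in a single-dose primary screen at 18.75 µM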
TRAIL sens C8: caspase-8 TRAIL sensitization; inhibition (viability loss, TRAIL sensitization), % at 10 µM; NB7+C8 cells + TRAIL, ATPlite viability luminescence; AID 624354; hit rate 1% among 360,000;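 active means compounds causing at least 50% loss of cell viability in the single-dose screen, relative to plate controls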
NR2E3 ag-2: agonists of human NR2E3 nuclear receptor; Q9Y5X4; CHO-S Gal4-NCOR/VP16-NR2E3 two-hybrid, luciferase; inhibition of corepressor binding, % at 3.98 µM; hit rate 0.35% among 360,000; AID 602229;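 active means inhibition above the mean of all tested compounds plus 3 SD, cut at about 70% in these data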;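 further: 0% = DMSO with NR2E3 transfected cells and 100% = cells lacking NR2E3 construct; higher means lower luciferase signal from less NR2E3 corepressor binding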
KKLEB tox: CF airway cell cytotoxicity counter-screen; KKLEB CF airway cells viability, ATPlite luminescence, overnight; hits give low values; cells stimulated with P. aeruginosa culture filtrate; activity change (cytotoxicity), % at 5 µM; hit rate 0.36% among 360,000;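 active means corrected activity change at or below -50% at 5 µM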
Shn3 3UTR inh: inhibitors of Schnurri-3 3'UTR reporter in osteoblasts; hit rate 0.52% among 360,000; inhibition, % at 12.5 µM; Clone20 osteoblast Shn3 3'UTR firefly luciferase, 24 h;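 active means mean inhibition of at least 75% with every replicate also reaching 75%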;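 further: 0% = median of neutral control wells and 100% = pilot-screen positive control compound; some compounds past the cut are filed as inactive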
TRPM1 prom inh: MITF TRPM1 promoter inhibition in SK-MEL-5 cells. SK-MEL-5 TRPM1 promoter luciferase, 24 h. hit rate 0.83% among 330,000. AID 488899. inhibition, % at 12.5 µM;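 active means mean inhibition across replicates of 60% or more, whatever share of single replicates reaches that level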; further: values of inactives mirror those of a sister screen read the other way
* hit, by the source's call; . = no result given. Only part of the results is shown; the hit share may differ from the screen's.

SMILES	TROY NFkB inh	Peg3 promoter	TWEAK-Fn14 inh	NR2E3 ag-1	CF NFkB inh	HIF-2a inh	TRAIL sens C8	NR2E3 ag-2	KKLEB tox	Shn3 3UTR inh	TRPM1 prom inh
CC(=O)N1CCN(C(=O)c2ccc(C(=O)c3ccccc3)cc2)CC1	-1	-2	-11	0	0	7	0	-14	-1	1	-10
Nc1cc(S(=O)(=O)Nc2ccc(Cl)cc2)ccc1N1CCOCC1	23	9	19	-1	-9	15	12	55	-1	76	4
c1ccc(Cc2noc(CN3CCC(CN4CCOCC4)CC3)n2)cc1	-17	6	29	2	-3	13	-1	3	1	9	-3
O=[N+]([O-])c1ccc2c(c1Nc1ccccc1Cl)=NC1(CCCCC1)N=2	-28	27	-15	-3	8	7	-16	2	0	-6	.
Cc1ccc(NC(=O)C2CCC(=O)N2)cc1C (stereo unspecified)	-25	0	5	1	-3	16	-6	-10	8	0	-17
CCc1cc2cc(C)ccc2nc1SCC(=O)N1CC(=O)Nc2ccccc21	-4	20	-21	3	-5	15	1	4	2	3	-38
OCC1OC(n2cnc3c(=S)nc[nH]c32)CC1O (stereo unspecified)	-6	29	-52	.	-4	-55	76*	-10	3	13	37
CCOc1cc(S(=O)(=O)NCc2ccccc2)c(OCC)cc1-n1cnnn1	-3	4	-7	2	0	-1	-5	-6	-8	-2	-6
Cc1cc(C)c(OCC(=O)Nc2nc(-c3ccccn3)cs2)c(C)c1	-30	14	-18	7	0	2	-2	7	-2	11	9
COc1ccccc1Cn1c(=S)[nH]c2ccccc2c1=O	8	19	4	0	6	26	-5	-29	-9	-19	12
COc1ccc(CNC(=O)N[C@@H](Cc2c[nH]c3ccccc23)C(=O)O)cc1	-9	6	5	-1	-15	13	12	-3	-9	-6	-13
CCCc1c(C(=O)N/N=C/C=C/c2ccccc2)nnn1-c1nonc1N	0	18	-17	.	-20	-6	55*	-16	-13	-7	.
CC(C)N(C(=O)NC(=O)Nc1ccccn1)S(C)(=O)=O	-5	-5	-16	2	11	-67	-3	-1	0	-30	4
COC(=O)[C@@]12CCCCN1[C@H](c1ccc(-c3ccccc3)c(OC)c1)[C@H]1C(=O)N(C)C(=O)[C@H]12	16	14	8	.	-1	16	0	-17	7	29	15
CCOC(=O)N1CCN(Cc2nc(-c3ccc(OC)cc3)no2)CC1	-1	16	10	-1	5	-11	-6	-19	-2	10	2
CCCCOc1ccc(CON(C(C)=O)C(C)=O)cc1Cl	-35	-36	-12	4	-8	21	23	4	6	-4	-18
COc1ccccc1NC(=O)C1CCN(c2ncccn2)CC1	4	-4	1	-2	-3	3	-4	-14	-5	-6	-6
Cc1ccc(C)c(S(=O)(=O)Nc2ccc(O)cc2)c1	9	20	0	1	-3	27	-5	-14	-14	29	9
NC(=O)C1CC(=O)N(c2ccc(OCc3ccc(Cl)cc3Cl)cc2)C1 (stereo unspecified)	-10	-144	-43	4	-3	-192	2	-47	11	1	-26
COc1cc(OC)cc(C(=O)Nc2cccnc2)c1	1	-12	3	2	0	1	-6	6	3	71	1
Cc1ccc(-n2ncc(C#N)c2/N=C/N2CCN(C)CC2)cc1	10	12	1	2	-11	18	-4	-5	-5	-18	0
Cc1ccccc1C(=O)NC(=S)Nc1ccccc1N1CCCC1	0	-15	12	6	-35	-29	-3	-17	-13	16	11
COc1ccc(CCN(C(=O)Cn2nnc3ccccc32)C(C(=O)NCC2CCCO2)c2ccncc2)cc1OC (stereo unspecified)	12	14	25	-1	-12	12	-48	-2	-2	4	2
CCC(=O)N1CCc2cc(S(=O)(=O)NCCC(=O)NC3CCCc4ccccc43)ccc21 (stereo unspecified)	16	-2	-5	-5	1	1	-2	10	8	2	9
COc1ccc(NC(=S)N2CCN(C)CC2)cc1	4	-1	12	-1	-3	9	11	-8	-6	2	.
C[C@@H]1CN([C@@H](C)CO)C(=O)CCCn2cc(nn2)CO[C@H]1CN(C)S(=O)(=O)c1ccc2c(c1)OCCCO2	-5	6	-3	.	32	-7	8	-3	2	4	.
COc1ccccc1CN(C)C(=O)COC(=O)c1cc(C)oc1C	-31	-3	0	.	12	0	0	12	8	-2	-3
Cc1nc(S/C(=C\c2ccc(-c3ccc(C(=O)O)c(Cl)c3)o2)C(=O)O)n[nH]1	-13	4	-6	.	-4	22	-1	-3	4	14	-7
Cc1cc(C)cc(N(CC(=O)NCCSc2ccccn2)S(=O)(=O)c2ccccc2)c1	8	18	22	2	-16	28	7	4	-2	20	5
CCn1nnnc1NC(=O)c1cc(OC)c(OC)c(OC)c1	-8	17	3	3	-5	18	26	-4	-15	-3	-3

Taken from above:
Entry for Cc1ccc(C)c(S(=O)(=O)Nc2ccc(O)cc2)c1 under TRPM1 prom inh: 9
Entry for CCC(=O)N1CCc2cc(S(=O)(=O)NCCC(=O)NC3CCCc4ccccc43)ccc21 (stereo unspecified) under NR2E3 ag-2: 10
Entry for Cc1ccccc1C(=O)NC(=S)Nc1ccccc1N1CCCC1 under Shn3 3UTR inh: 16

Further structures.
SMILES	TROY NFkB inh	Peg3 promoter	TWEAK-Fn14 inh	NR2E3 ag-1	CF NFkB inh	HIF-2a inh	TRAIL sens C8	NR2E3 ag-2	KKLEB tox	Shn3 3UTR inh	TRPM1 prom inh
S=c1[nH]nc(Cc2c[nH]c3ccccc23)o1	11	1	10	-3	16	15	-3	17	-8	-6	0
CC(=O)c1c(C)[nH]c(C(=O)Nc2cc(C)cc(C)c2)c1C	-3	-57	-1	-2	-13	-71	-7	-43	-24	0	-14
Cc1cc(-c2ccc(C(C)C)c(S(=O)(=O)NCc3ccco3)c2)on1	-5	46	4	1	16	12	-3	-49	0	27	-10
COc1ccccc1NC(=S)N1C2CCC1CC(NC(=O)NC13CC4CC(CC(C4)C1)C3)C2 (stereo unspecified)	-14	13	7	7	11	26	-2	-19	12	20	35
CC1=CCC2C(=O)N(c3cccc(C(=O)Nc4ccccc4Cl)c3)C(=O)C2C1 (stereo unspecified)	-38	16	-6	-1	-18	13	-3	-18	17	9	-3
COc1ccc(CN2CCCC(CO)(Cc3ccc(F)cc3F)C2)cc1 (stereo unspecified)	20	10	-3	-2	4	16	7	-17	-8	0	3
Cc1ccc(S(=O)(=O)N2CCN(C)CC2)cc1	5	15	2	4	-16	12	-7	-18	4	2	3
COc1ccccc1C(=O)Oc1ccc(C(C)(C)C)cc1	-84	-14	-4	1	3	7	22	9	3	-3	-22
CC1C(=O)Nc2ccc(S(=O)(=O)N3CCc4ccccc4C3)cc2NC1=O (stereo unspecified)	12	9	25	2	-10	19	-5	-33	0	26	9
COc1ccc(Cc2nnc(NCCO)[nH]c2=O)cc1OC	-15	11	0	2	-2	10	10	-13	5	-8	-2
CCOc1ccccc1NC(=O)c1ccccc1NS(C)(=O)=O	-3	16	-9	1	0	5	-1	-16	-5	2	13
Cc1ccccc1C1c2[nH]c3ccccc3c2CCN1Cc1cccn1-c1ncccn1 (stereo unspecified)	1	11	-12	-1	-29	1	6	20	5	4	21
CC(=O)Nc1ccc(S(=O)(=O)CCC(=O)O)cc1	20	-3	-25	-2	-12	8	-13	12	14	8	0
CCOc1ccc(Cl)cc1S(=O)(=O)n1cnc2ccccc21	5	25	1	6	6	21	-2	16	-32	-1	21
Cc1n[nH]c(C)c1CCc1nc2c3ccccc3nc(SCC(=O)Nc3ccccc3F)n2n1	-10	20	28	0	13	18	9	3	-10	72	42
COc1ccc(-c2nc(-c3ccccn3)nc(N3CCN(C)CC3)c2C#N)cc1	-2	0	-10	5	2	4	4	-16	-1	12	-13
CCn1c2ccccc2c2nnc(SCC(=O)c3c(N)n(C)c(=O)n(C)c3=O)nc21	-2	9	-4	2	-33	14	-8	-24	6	-4	-11
O=C(NC1CC1)c1cccc2c1C(=O)c1ccc(N3CCC(N4CCCCC4)CC3)cc1S2(=O)=O	-10	-16	-16	.	9	-5	-3	-30	-5	-19	.
O=C(Nc1cc(C(F)(F)F)ccc1N1CCOCC1)C1=NN(c2ccccc2)C(=O)CC1	2	18	-21	2	11	12	1	-20	-10	8	-10
O=C(Nc1ccc(N2CCN(C(=O)C3CC3)CC2)cc1)c1cccs1	-26	-29	-4	-1	14	-36	1	-25	-6	-14	-7
CC(C)(C)c1nc2ccc([N+](=O)[O-])cc2[nH]1	33	11	-18	0	11	16	-15	-16	19	6	5
CC(C)(C)NC(=O)CN(Cc1cccs1)C(=O)CNS(=O)(=O)c1ccc(F)cc1	-14	7	2	-1	-7	11	1	18	5	7	4
Cc1ccc(CNC(=O)[C@@H]2CCC(=O)N2Cc2ccco2)cc1	-6	7	-5	-2	-3	10	-12	-10	5	-10	5
COc1cc(C(=O)NCCOc2ccccc2)c(Br)c(OC)c1OC	1	7	-12	1	-2	10	-5	-29	8	6	0
CN(Cc1cc(-c2ccccc2)on1)C(=O)c1cc(COc2c(F)cccc2F)on1	-29	-204	-37	5	-7	-274	10	-55	5	-56	-53
CCOC(=O)CSc1nc2cc(C(F)(F)F)cnc2n1C	1	1	-19	-2	9	19	9	-19	-2	-8	0
O=C(NCCN1CCC(n2c(=O)[nH]c3ccccc32)CC1)c1ccccc1Cl	8	.	7	.	.	-3	-12	8	.	.	.
COc1ccc(C(=O)NCC(c2ccco2)N2CCOCC2)cc1 (stereo unspecified)	-1	-6	-6	.	6	-7	-3	-17	-9	-20	.
C[C@H](CO)N1C[C@H](C)[C@@H](CN(C)C(=O)Nc2ccccc2)Oc2ccc(NC(=O)c3ccncc3)cc2C1=O	-7	-10	-5	.	16	4	-2	-9	-11	-21	-5
Cc1ccc(OC(=O)C(F)(F)F)c2c1NCCC2	10	4	-4	6	-8	-8	-10	0	-8	3	16
CC1CCCCN1C(=O)Cn1cc(C=O)c2ccccc21 (stereo unspecified)	1	-7	-12	-1	13	12	-16	-14	1	0	2
O=C(Nc1ccc(Br)cn1)c1cccc2ccccc12	1	-57	-11	-1	-14	-179	24	-60	14	-10	-16
COc1ccc(NC(=O)C2CCCN2C(=O)NCc2ccccc2)cc1OC (stereo unspecified)	5	-1	4	-3	-7	8	-28	-8	-3	-2	2
Cc1ccc(S(=O)(=O)N2CCOC23CCN(C(=O)c2ccccc2Br)CC3)cc1	-22	3	5	3	-11	20	-11	-6	5	-3	9
O=C(CN1CCSC1=O)N1CCN(S(=O)(=O)c2ccccc2)CC1	0	22	-1	1	14	5	12	7	-7	3	-1
O=C(O)c1sccc1SCc1ccc(Cl)cc1Cl	-34	-3	4	1	-2	-25	3	-13	1	-18	2
Cc1ccc(C)c(NC(=O)CN(C)C(=O)c2ccc(-n3cncn3)c([N+](=O)[O-])c2)c1	5	-14	-1	-1	-6	18	-8	-12	8	-21	-8
